NPYLR7 ag: activates Aedes aegypti NPYLR7 receptor; HEK293T NPYLR7/Galpha15, GCaMP6s calcium fluorescence; activation, % at 10 µM; 270,000 compounds, 0.15% hits; in the data active means activation above about 40%;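 further: 0% = vehicle and 100% = reference agonist at the receptor; some compounds past the cut are filed as inactive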
mcGAS lum: inhibitors of mouse cGAS; recombinant cGAS, Kinase-Glo ATP depletion luminescence; inhibition, % at 12.5 µM; 160,000 compounds, 0.15% hits; AID 1259399;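 further: 0% = negative control wells and 100% = reference inhibitor with no enzyme activity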
hcGAS inh: blocks human cGAS activity. Q8N884. recombinant h-cGAS, ATP depletion, Kinase-Glo luminescence. inhibition, % at 12.5 µM. 290,000 compounds, 0.081% hits;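 further: 0% = vehicle reaction and 100% = reaction without DNA for no activity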
Target sequence (Q8N884 whole entry, looked up): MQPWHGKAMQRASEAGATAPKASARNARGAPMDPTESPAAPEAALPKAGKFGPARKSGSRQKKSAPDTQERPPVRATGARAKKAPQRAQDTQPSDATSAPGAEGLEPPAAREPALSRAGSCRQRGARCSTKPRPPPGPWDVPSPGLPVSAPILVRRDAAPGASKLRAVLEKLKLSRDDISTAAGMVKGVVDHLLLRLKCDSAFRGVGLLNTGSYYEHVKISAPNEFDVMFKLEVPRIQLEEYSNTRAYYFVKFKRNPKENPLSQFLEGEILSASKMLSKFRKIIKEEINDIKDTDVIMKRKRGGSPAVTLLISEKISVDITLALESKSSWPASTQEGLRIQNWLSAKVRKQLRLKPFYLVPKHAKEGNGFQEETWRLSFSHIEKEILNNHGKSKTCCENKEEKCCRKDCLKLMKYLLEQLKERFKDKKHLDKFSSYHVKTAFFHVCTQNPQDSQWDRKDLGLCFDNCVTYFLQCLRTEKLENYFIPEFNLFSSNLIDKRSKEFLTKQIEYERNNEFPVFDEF
Active calls of the source: *; . = not tested or not shown; & = joins results of further samples. Unless noted, no stated cut-off is given here; in the data, active means inhibition above about 40%; inactive means the rest.

SMILES | NPYLR7 ag | mcGAS lum | hcGAS inh
NS(=O)(=O)c1ccsc1C(=O)N1C[C@@H]2C3CCC(CC3)[C@@H]2C1 | 4 | -1 | 2
COCCN1C(=O)COCc2cc(-c3cc(F)cc(Cl)c3)ccc21 | -2 | . | 5
Cn1cc(CN2CCCC2c2ccc(F)cc2)c(-c2ccc3c(c2)OCCO3)n1 (configuration not stated) | 3 | -10 | -6
COc1ccc([N+](=O)[O-])cc1/C=C1/SC(N)=NC1=O | 2 | 4 | 2
Cc1cc(C)c2[nH]c(O)c(N=NC(=O)COc3cc(C(C)C)ccc3C)c2c1 | -6 | 0 | 1
CC(C)S(=O)(=O)Oc1cccc(CN(Cc2ccc(F)cc2)C(=O)CC(C)(C)C)c1 | 2 | -7 | -2
Cc1noc(C)c1C(=O)N1CCCC(C(=O)c2cccc(OC(C)C)c2)C1 (configuration not stated) | 2 | -4 | -1
COC(=O)c1c(C)[nH]c(C(=O)C(C)OC(=O)C2CCC2)c1C (configuration not stated) | 1 | . | -3
O=C(CSc1ncnc2c1nnn2Cc1ccc(F)cc1)N1CCCCCC1 | 16 | 10 | -5
CCN1CCCC1CNC(=O)CCC1CCN(C2Cc3ccccc3C2)CC1 (configuration not stated) | 0 | . | -7
OCCn1ccnc1-c1cccc(Oc2ccccc2)c1 | 17 | -18 | -3
CSc1nsc(SCc2ccc(C(=O)N3C4CCC3CC(Oc3cccc(C#N)c3)C4)cc2)n1 (configuration not stated) | 9 | -7 | -15
Cc1ccc(C(C)NC(=O)CN2CCC(O)(CN3CCCC3)CC2)cc1 (configuration not stated) | 3 | . | -5
Cc1cc(OCC(=O)NNC(=O)C2COc3ccccc3O2)cc(C)c1Cl (configuration not stated) | 0 | . | -11
O=C(Nc1cc2c(cc1Br)OCCO2)c1cc2ccccc2o1 | 2 | -4 | -3
COc1ccccc1C(=O)N(CC(=O)N1CCc2sccc2C1c1ccc(Cl)cc1Cl)C1CCCCC1 (configuration not stated) | 15 | -6 | -2
Cc1nc(C(=O)NCCCc2nnc(N)s2)cs1 | 3 | -9 | -6
Cc1cc(C2CCCCC2)n(O)c(=O)c1 | -5&0&-7 | . | -3&-5&1
CCSc1nnc2c(n1)OC(c1ccncc1)Nc1ccc(Br)cc1-2 (configuration not stated) | -1 | -2 | -8
CC(C)CN1C(=O)C(c2c(C(C)C)[nH]n(-c3ccc(F)cc3)c2=O)=C([n+]2ccccc2)C1=O | 14 | -8 | -9
CCCCOc1ccc(S(=O)(=O)NC(=O)C2(C)CCN2C(=O)C2CCCCC2)cc1 (configuration not stated) | 4 | . | -5
CCN(CC)C(=O)C(C1CCCC1)N1CCN(C(=O)Nc2ccc(C(C)C)cc2)CC1 (configuration not stated) | -7 | -2 | -1
COc1cccc(C(=O)N2CCN(C(C(=O)Nc3cccc(Cl)c3)C3CCCC3)CC2)c1 (configuration not stated) | -2 | -3 | -2
CCOc1ccc(C(c2c(O)cc(C)n(CC)c2=O)N2CCN(c3ccccc3)CC2)cc1 (configuration not stated) | 4 | . | -8
CCC(C)C(NC(=O)c1ccccc1OC)C(=O)Nc1nnc(-c2ccc(OC)cc2)s1 (configuration not stated) | 3 | -4 | -2

Taken from the results shown (four entries):
SMILES | NPYLR7 ag | mcGAS lum | hcGAS inh
NS(=O)(=O)c1ccsc1C(=O)N1C[C@@H]2C3CCC(CC3)[C@@H]2C1 | 4 | -1 | 2
COCCN1C(=O)COCc2cc(-c3cc(F)cc(Cl)c3)ccc21 | -2 | . | 5
Cn1cc(CN2CCCC2c2ccc(F)cc2)c(-c2ccc3c(c2)OCCO3)n1 (configuration not stated) | 3 | -10 | -6
COc1ccc([N+](=O)[O-])cc1/C=C1/SC(N)=NC1=O | 2 | 4 | 2

Additional compounds.
SMILES | NPYLR7 ag | mcGAS lum | hcGAS inh
CCS(=O)(=O)c1ccc(NC(=O)CC(NC(C)=O)c2ccccc2)cc1 (configuration not stated) | 11 | . | -2
COc1cc2c(cc1OC)CN(S(=O)(=O)c1ccc(OC)c(N3CCN(C(=O)c4cccc(C#N)c4)CC3)c1)CC2 | 5 | -3 | 1
Cc1ccc2nc(CSCc3ccc(Cl)cc3Cl)oc(=O)c2c1 | 0 | -4 | -3
COc1ccc(-c2cc(C(=O)N3CCC(Cc4ccccc4)CC3)n3nc(C(C)(C)C)cc3n2)cc1 | -8&-12 | -8&5 | -7&4
CSc1nc(=O)cc(N)n1-c1cccc(C(F)(F)F)c1 | 1 | 0 | -4
CCOc1nn(CC)cc1-c1nnc(SCCOC)n1CC | 11 | -9 | -7
Cc1ccc(C(N)=O)c(OCc2c(Cl)ccc3cccnc23)c1 | -6 | . | -7
Cc1ncoc1C(=O)N1CCC(CCC(=O)Nc2ccc3c(c2)OCCO3)CC1 | 6 | . | -5
Cc1ccc(F)cc1C(=O)N1CCC(n2cnc3ccccc32)CC1 | . | -6 | -7
CN(C)Cc1cc(CN(C)C)c(O)c(CN(C)C)c1 | -3 | -3 | -10
Cc1ccc(S(=O)(=O)N2CCC3(CC2)C(=O)N(CC(=O)NCCc2ccccn2)CN3c2ccccc2)cc1 | -4 | -4 | -3
Cc1nn(-c2ccccc2)c2nc(C(Cl)(Cl)Cl)[nH]c(=O)c12 | 2 | . | -3
O=C(c1ccco1)N(Cc1ccccc1)[C@@H]1C[C@@H]2COCC[C@]2(c2ccccc2)C1 | 19 | -9 | -3
CC(NC(=O)C1(c2ccccc2)CCC1)C(=O)N1CCS(=O)(=O)CC1 (configuration not stated) | 7 | . | -9
Nc1nc(C(F)(F)F)nn1C(=O)c1cnn(-c2cccc(Cl)c2)c1 | 5 | . | 4
CS(=O)(=O)Nc1ccc(C(=O)N2CCN(C(=O)C3CC3)CC2)cc1 | -1 | -16 | -4
CC(C)(C)c1cccc(OS(=O)(=O)c2ccc3[nH]c(=O)[nH]c(=O)c3c2)c1 | 7 | . | -5
COc1cccc(-c2nnc(NC(=O)C(C)N)s2)c1 (configuration not stated) | -4 | 3 | 0
Cc1cc(NC(=O)C2CC2)n(-c2ncnc3c2cnn3-c2cccc(C)c2C)n1 | 10 | -9 | -5
COc1cc(CN2CCn3nc(C(=O)NCc4cccnc4)cc3C2=O)cc(OC)c1 | 1 | -4 | -6
Cc1nc(-c2ccccc2)sc1CC(=O)Nc1ccc(Cl)nc1 | 1 | . | -4
COc1cc(Br)c(S(=O)(=O)Nc2ccc(N3CCCC3=O)cc2)cc1OC | -3 | -9 | -3
CNC(=O)[C@@]1(OCc2cccc(C)c2)CC(OCc2ccc(C#N)cc2)[C@@H]2OC(C)(C)O[C@@H]2C1 (some centres not stated) | . | -4 | -2
CC(=O)Nc1nc(C(=O)NC2CCCc3ccccc32)cs1 (configuration not stated) | -8 | . | 6
Cc1cccc(C(=O)Nc2nc(C)c(-c3n[nH]c(=S)n3C)s2)c1 | 12 | 0 | 6

Entries of single compounds as entered above:
COc1cc(Br)c(S(=O)(=O)Nc2ccc(N3CCCC3=O)cc2)cc1OC is listed as NPYLR7 ag = -3; mcGAS lum = -9; hcGAS inh = -3
COc1cc(CN2CCn3nc(C(=O)NCc4cccnc4)cc3C2=O)cc(OC)c1 is listed as NPYLR7 ag = 1; mcGAS lum = -4; hcGAS inh = -6
NS(=O)(=O)c1ccsc1C(=O)N1C[C@@H]2C3CCC(CC3)[C@@H]2C1 is listed as NPYLR7 ag = 4; mcGAS lum = -1; hcGAS inh = 2

Following part.
SMILES | NPYLR7 ag | mcGAS lum | hcGAS inh
Cc1occc1C(=O)Nc1cccc(-c2nn[nH]n2)c1 | 7 | -5 | 5
Fc1ccc(Cc2nc(CSc3cccc4ccccc34)cs2)c(Cl)c1 | 2 | -7 | -5
CC(=O)Nc1cccc(C(=O)CSc2nnc(Cn3ccc(=O)[nH]c3=O)o2)c1 | -4 | -6 | 2
O=C1CN(S(=O)(=O)c2ccccc2)CC(O)CN1CCOc1ccccc1 (configuration not stated) | 22 | -5 | -2
CN(C(=O)c1ccc(NC2CC2)nc1)C1Cc2ccccc2C1 | 0 | . | -6
O=C(CCc1ccc2c(c1)OCO2)N[C@@H]1c2ccccc2C2(CCNCC2)[C@H]1O | 6 | . | -3
CC(C)CNC(=O)c1cccc(Nc2c(OC(C)C)cnn(-c3ccccc3)c2=O)c1 | 0 | -8 | -5
Cc1cnc(CNC(=O)c2c(C)noc2-c2ccccc2Cl)cn1 | 8 | -5 | -6
COc1cccc2ccc(CN3CCC4(CC3)C(=O)N(Cc3cccnc3)C(=O)N4C)nc12 | 17 | -2 | -3
Cc1cc(N2CCOCC2)n2nc(C34CC5CC(CC(C5)C3)C4)nc2n1 | . | -3 | -3
Cc1csc(-c2ccc(C(=O)NC(C)(C)c3ccc4c(c3)OCO4)cc2)n1 | 0 | . | -4
O=C(CCl)N1CCN(c2ncc(C(F)(F)F)cc2Cl)CC1 | 3 | 11 | -6
CCCCCCCCCCCCCC(=O)Nc1ccc(-n2nc(OC)nc2-c2ccc(C(F)(F)F)cc2)cc1 | 9 | -3 | 0
COc1ccc(-c2cccc(-c3cccc(NC(=O)N4c5ccccc5Sc5ccccc54)c3)n2)cc1 | 3 | -10 | -10
Cc1cc(C)n(-c2nc3c(c(=O)n2CC(=O)Nc2cccc(C)c2C)CCCC3)n1 | -2 | 0 | 0
COc1cccc(-c2cc(C(=O)N3CCN(Cc4ccccc4)CC3)n3nc(C(C)(C)C)cc3n2)c1 | 11 | -7 | -10
CCc1noc(CN(CC)C(=O)CC2C(=O)Nc3cc(C)cc(C)c32)n1 (configuration not stated) | 5 | . | -6
CCN(C(=O)c1ccc(C#N)cc1)C(C)C(=O)Nc1ccc(C)cc1 (configuration not stated) | -6&3 | . | -2&-8
O=C(CSc1ncnc2c1nnn2-c1ccccc1)NCCc1ccccc1 | 0 | 7 | 0
CC(C)(C(=O)N1CCC(C(N)=O)CC1)c1cccc(C(F)(F)F)c1 | -21 | . | 3
CC1CCC(NC(=O)c2cc3cccnc3n(C(C)C)c2=O)CC1 (configuration not stated) | -8 | -2 | -10
Cc1nc2c(=O)n(CC(=O)N3CCCc4ccccc43)nc(-c3ccc(F)cc3)c2s1 | 4 | -6 | 4
O=C(c1cccs1)N1CCN(c2cc(Oc3ccc(F)cc3Cl)ncn2)CC1 | . | -6 | -7
O=C(N[C@@H]1CCCC[C@H]1N1CCOCC1)c1csc(=Nc2ccccc2)n1Cc1cccs1 | 7 | . | 1
O=C(C1CCCC1)N1CCN(Cc2ccc(-c3noc(-c4cccs4)n3)cc2)CC1 | 5 | -6 | -5

Reprinted at random: 6 records from the list
SMILES | NPYLR7 ag | mcGAS lum | hcGAS inh
CC(C)CNC(=O)c1cccc(Nc2c(OC(C)C)cnn(-c3ccccc3)c2=O)c1 | 0 | -8 | -5
COc1ccc(-c2cccc(-c3cccc(NC(=O)N4c5ccccc5Sc5ccccc54)c3)n2)cc1 | 3 | -10 | -10
Cc1noc(C)c1C(=O)N1CCCC(C(=O)c2cccc(OC(C)C)c2)C1 (configuration not stated) | 2 | -4 | -1
CCOc1ccc(C(c2c(O)cc(C)n(CC)c2=O)N2CCN(c3ccccc3)CC2)cc1 (configuration not stated) | 4 | . | -8
Cc1nc(-c2ccccc2)sc1CC(=O)Nc1ccc(Cl)nc1 | 1 | . | -4
O=C1CN(S(=O)(=O)c2ccccc2)CC(O)CN1CCOc1ccccc1 (configuration not stated) | 22 | -5 | -2

(continued)
SMILES | NPYLR7 ag | mcGAS lum | hcGAS inh
Cc1cc(C)n(CC(C)n2ccnc2-c2coc(-c3ccccc3)n2)n1 (configuration not stated) | 4 | -8 | -2
O=C(NNS(=O)(=O)c1ccc(Cl)s1)c1ccccc1Cl | -2 | -12 | -1
Nc1cc(C(F)(F)F)ccc1Oc1ccc(Br)cc1 | 3 | . | -15
O=C(CCc1ccccc1)Nc1ccnn1C1CCN(Cc2nccs2)CC1 | 11 | . | -12
CNC(=O)c1ccc(CN(C)Cn2cc(C)n(-c3ccc(Cl)cc3)c2=O)cc1 | 3 | . | -8
CC(C)S(=O)(=O)Oc1ccc(CN(Cc2ccco2)C(=O)c2cccc(F)c2)cc1 | 10 | -4 | 45*
CC1CN(c2ccccc2)c2nc3c(c(=O)n(CCN4CCCCC4)c(=O)n3C)n2C1 (configuration not stated) | 3 | . | -7
Cc1ncoc1C(=O)N1CCC(=O)N(Cc2ccc(F)cc2)C(C(C)C)C1 (configuration not stated) | 7 | -15 | -6
C=CCNC(=S)N(C)C1CCC2(CC1)OCC(C)(C)CO2 | -4 | -6 | -5
O=C(Cc1ccccc1O)N1CCc2cc(Br)ccc21 | -25 | . | 0

Screens (PubChem BioAssay)
